Screening data: PubChem BioAssay, Sanford-Burnham Center for Chemical Genomics
MIN6 prolif: MIN6 beta-cell proliferation induction; proliferation, % at 10 µM; 0.29% of 330,000 active; MIN6 cells proliferation, ATPlite luminescence, 48 h; cells starved in 0.2% serum; 100% = growth in 10% serum;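 active means compounds whose signal lies at least 3.5 SD above the mean of all wells on their plate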;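 further: 0% = DMSO-treated cells in low-serum medium and 100% = 10% serum control; some compounds called inactive have numbers as strong as hits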
tim10-1 inh: inhibits growth of tim10-1 mutant yeast | inhibition, % at 20 µM | AID 463190 | S. cerevisiae tim10-1 ts strain growth, BacTiter-Glo, 24 h | 2.2% of 330,000 active;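 active means inhibition of at least 40%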;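 further: mutant grown at 25 °C; 0% = DMSO wells with yeast and 100% = wells holding no yeast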
TIM10 inh: inhibits growth of TIM10 yeast strain | S. cerevisiae TIM10 strain growth, BacTiter-Glo luminescence, 24 h | inhibition, % at 10 µM | 1.4% of 330,000 active;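 active means inhibition of 40% or more at the single tested concentration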;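 further: wild-type TIM10 isogenic control strain grown at permissive 25 °C; 0% = DMSO yeast wells and 100% = minimal medium wells without yeast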
hIAP block: human IAP inhibition. P09923. purified IAP, CDP-Star luminescence, 30 min. inhibition, % at 10 µM. 0.12% of 330,000 active. AID 2544;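 active means inhibition reaching a set limit with compound at 10 µM in the primary screen, cut at about 35% in these data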;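 further: plate controls were DMSO wells with enzyme for no effect and no-enzyme buffer wells for full effect; values of inactives mirror those of a sister screen read the other way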
Target sequence (P09923 whole entry, looked up): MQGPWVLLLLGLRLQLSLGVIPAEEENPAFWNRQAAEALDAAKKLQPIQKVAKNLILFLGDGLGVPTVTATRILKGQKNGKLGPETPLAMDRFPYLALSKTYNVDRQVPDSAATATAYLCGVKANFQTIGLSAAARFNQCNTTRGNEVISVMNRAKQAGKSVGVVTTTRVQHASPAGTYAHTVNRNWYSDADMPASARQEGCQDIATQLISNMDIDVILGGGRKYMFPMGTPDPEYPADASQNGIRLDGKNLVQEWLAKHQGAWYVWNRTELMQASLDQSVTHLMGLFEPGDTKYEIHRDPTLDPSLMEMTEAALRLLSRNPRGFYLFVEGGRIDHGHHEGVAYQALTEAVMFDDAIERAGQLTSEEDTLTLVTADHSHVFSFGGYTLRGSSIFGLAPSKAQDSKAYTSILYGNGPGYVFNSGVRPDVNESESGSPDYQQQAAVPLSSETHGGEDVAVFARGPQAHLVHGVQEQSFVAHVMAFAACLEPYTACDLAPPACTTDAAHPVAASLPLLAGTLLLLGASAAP
NALP3 yeast inh: blocks the NALP3 inflammasome reconstituted in yeast. Yeast reconstituted NLRP3/ASC/caspase-1, beta-gal luminescence, 24 h. 0.39% of 330,000 active. inhibition, % at 10 µM;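 active means inhibition of 50% or more; inactive means inhibition below 50%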;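 further: plate controls were induced DMSO wells for no effect and uninduced yeast grown without galactose for full effect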
mIAP inh: blocks mouse intestinal alkaline phosphatase. inhibition, % at 10 µM. purified mouse IAP, CDP-Star luminescence, 30 min. AID 2806. 0.2% of 330,000 active;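 active means inhibition of at least 40% at 10 µM in the primary screen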;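 further: plate controls were DMSO with enzyme for no effect and no enzyme wells for full effect; values of inactives mirror those of a sister screen read the other way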
A3G deaminase: blocks human APOBEC3G single-stranded DNA deamination; 0.28% of 330,000 active; inhibition, % at 20 µM; Q9HC16; AID 493012; recombinant A3G, ssDNA deamination FAM/TAMRA fluorescence;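 active means inhibition of at least 40% at 20 µM, with no more than 30% in the related APOBEC3A deaminase screen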;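 further: plate controls were DMSO wells with A3G for no effect and wells lacking A3G enzyme for full effect; some compounds called inactive have numbers as strong as hits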
Target sequence (Q9HC16 whole entry, looked up): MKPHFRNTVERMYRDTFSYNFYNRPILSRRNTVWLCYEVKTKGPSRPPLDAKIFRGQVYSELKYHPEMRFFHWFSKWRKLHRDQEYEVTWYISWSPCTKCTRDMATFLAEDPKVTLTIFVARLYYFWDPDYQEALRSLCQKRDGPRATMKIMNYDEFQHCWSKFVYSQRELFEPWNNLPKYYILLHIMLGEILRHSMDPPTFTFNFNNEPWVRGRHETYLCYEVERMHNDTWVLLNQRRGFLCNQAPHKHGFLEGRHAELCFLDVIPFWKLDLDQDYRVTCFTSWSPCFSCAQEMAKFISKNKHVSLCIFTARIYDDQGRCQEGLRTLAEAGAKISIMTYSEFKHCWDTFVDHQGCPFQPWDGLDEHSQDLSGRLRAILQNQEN
A3A deaminase: blocks human APOBEC3A ssDNA deamination. P31941. recombinant A3A, FAM/TAMRA ssDNA deamination fluorescence. inhibition, % at 20 µM. 0.41% of 330,000 active;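 active means at least 40% inhibition at 20 µM here, with at most 30% in a related deaminase screen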;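 further: plate controls were A3A with DMSO for no effect and wells lacking A3A enzyme for full effect; some results filed as inactive read as strong as hits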
mIAP activ: mouse IAP activation; muIAP, CDP-Star luminescence, 30 min; stronger effect = higher value; 1 = vehicle-only enzyme signal, 0 = enzyme-free wells; activation factor at 10 µM; 0.24% of 330,000 active; AID 2805;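 active means activation factor of at least 2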; further: the source names both 10 and 20 µM as test concentration; values of inactives mirror those of a sister screen read the other way
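Assay system: mouse IAP enzyme / Compound: DMSO-dissolved test compounds / Timing: 30 min, room temperature / Measured by: luminescence from enzymatic CDP-Star hydrolysis / Control set: DMSO-only wells, enzyme-free buffer wells as negative control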
Starred values were filed as active, the others as inactive; . = no result given.

Compound,A3A deaminase,NALP3 yeast inh,hIAP block,MIN6 prolif,TIM10 inh,tim10-1 inh,A3G deaminase,mIAP activ,mIAP inh
CN1CCc2nc(SC(C(=O)O)c3ccccc3)c(C#N)c(-c3cccs3)c2C1 (stereo not given),-1,16,3,-4,6,6,-2,0.86,14
O=C(N/N=C/c1cccc([N+](=O)[O-])c1)c1ccncc1,5,2,8,0,-7,-3,-2,0.98,2
COc1cccc(C2=NOC(C(=O)N3CCN(c4ccccc4)CC3)C2)c1OC (stereo not given),8,29,25,-1,-2,9,-5,1,-1
CCn1nc(C(=O)NNS(=O)(=O)c2ccc(C)cc2)c2ccccc2c1=O,-3,7,-16,-2,-12,3,-6,0.98,2
Cc1cccnc1NC(=O)CNC(=O)C12CC3CC(CC(C3)C1)C2,-4,-3,-2,0,3,7,-6,0.94,6
CCOc1ccc(C(=O)CCC(=O)N2CCN(S(=O)(=O)c3cccc(F)c3)CC2)cc1,-1,12,10,-1,9,14,1,1.2,-19
O=C1CS/C(=C/C(=O)c2cccc(Cl)c2)N1,-1,66*,4,1,14,-21,-2,1,0
COc1ccc(CC(=O)Nc2cccc(/C(C)=N/NC(=O)C3(C)CC3(Br)Br)c2)cc1 (stereo not given),-4,16,-10,-2,-3,11,-7,1,-5
COc1ccc(CCNC(=O)c2cnn3cccnc23)cc1OC,-2,-3,-2,1,-14,11,0,1,-2
CC[C@@H]1C/C=C\Cc2ccccc2[C@H](C(=O)C[C@H](O)CC(C)=O)OC1=O,-2,14,-4,0,10,3,-2,0.93,7
CCOC(=O)c1ccc(N(CC(=O)NC2CCCC2)C(=O)CNC(=O)c2ccco2)cc1,-3,-2,-2,0,1,4,-5,0.97,2
CC(C)CC1(C(=O)O)NC(c2ccccc2O)C2C(=O)N(C(C)C)C(=O)C21 (stereo not given),-2,21,12,0,12,-17,-6,0.95,4
COC(=O)c1cccc(NC(=O)CSc2nc3cccnc3n2C)c1,-2,3,7,-2,12,0,-3,0.99,1
COc1ccc(-c2cc3c(=O)n(CC(=O)Nc4cccc(Cl)c4)nc(C)n3n2)cc1,-3,14,-4,-2,-3,17,-4,1,-4
CCCC(=O)Nc1ccc(C(=O)NCCCn2ccnc2)cc1,3,5,13,-3,2,-1,1,1,-5
CCOc1cc(NC(=S)NCc2ccco2)c(OCC)cc1NC(=O)CC,2,15,5,1,13,-7,-2,1.1,-9
COc1ccc(C(=O)Nc2c(O)ccc3ccccc23)cc1,2,36,14,-2,-2,-6,3,0.91,9
c1ccc2c(SCc3cn4ccccc4n3)nncc2c1,-3,23,3,3,-1,-1,-9,0.95,5
CC(C)C(=O)Nc1nnc(CSCc2ccccc2F)s1,-3,17,0,-3,-15,25,-3,1,-2
Clc1cccc(OCCN2CCOCC2)c1,-4,9,10,0,1,-4,-4,0.97,3
Cc1cccc(-n2c(SCC(N)=O)nc3c(c2=O)C2(CCCC2)Cc2ccccc2-3)c1,-2,8,-1,-5,38,25,-6,0.89,11
O=C(CS(=O)(=O)c1c[nH]c2ccccc12)Nc1ccc2c(c1)OCCO2,-5,-8,3,-3,-6,-5,-7,1.1,-6
C[C@@H]1CCC[C@@]2(O[C@@H](CCO)C[C@H](O)[C@H]2O)O1,2,4,10,-3,15,-2,-10,1.1,-8
CC1=C(C#N)c2nc(N)c(C#N)c(C)c2/C1=C\c1ccc(C)cc1,2,21,15,-3,82*,73*,4,0.99,1
Cc1c(CNCCCc2ccccc2)c(C(=O)O)c(C)n1Cc1ccccc1,-2,11,5,3,13,8,-13,0.92,8
O=C(c1cc2nc(-c3ccc(F)cc3)cc(C(F)(F)F)n2n1)N1CCOCC1,-2,15,-5,-1,-5,-6,-6,1.1,-5
O=C(CN1CCCc2ccccc21)N/N=C/c1c(O)ccc2ccccc12,2,4,-25,-5,15,-5,-7,0.9,10
C=CCN(C(=O)CCC(=O)Nc1cc(C)on1)C(C(=O)NC1CCCC1)c1ccc(OC)c(OC)c1 (stereo not given),0,14,19,1,7,-7,-6,0.97,3
COc1ccccc1CCNC(=O)CN1C(=O)NC2(CCCC2)C1=O,-2,4,-5,-1,7,-3,-3,0.97,3
CCCCn1c(CCNC(=O)CCC)nc2ccccc21,-1,5,16,1,-6,-15,-10,1,0
O=C(/C=N/NC(=O)c1ccc(Cl)cc1Cl)c1ccccc1,-3,4,-20,-1,-15,-5,-7,0.86,14
O=C(/C=C/c1ccccc1Cl)N1CCOCC1,-4,-2,-16,0,0,8,-6,0.93,7
c1csc(-c2ccn[nH]2)c1,-3,-15,-17,0,-11,10,-6,1.1,-7
CCOC(=O)C1=CN(Cc2ccco2)S(=O)(=O)NC1c1cccc(OC)c1 (stereo not given),1,.,.,.,-4,25,0,1,0
O=C(NCC(c1ccco1)N1CCc2ccccc2C1)c1ccccc1Br (stereo not given),-1,18,-15,3,-13,8,-6,0.91,9
O=C(COc1ccccc1)Nc1ccc(OC(F)(F)C(F)F)c(NC(=O)COc2ccccc2)c1,0,7,6,-1,-3,18,-7,1.1,-15
FC(F)(F)c1cc(C(F)(F)F)c2ccc(Oc3ccccc3)nc2n1,-1,-3,-23,-1,-20,38,-7,1,-5
CC1=CCCC(C)(C)C1/C=C/C(C)=N/NC(=O)c1ccncc1 (stereo not given),0,-22,-14,-4,16,30,-6,0.95,4
O=C(Nc1nnc(SCc2ccccc2)s1)C1=COCCO1,-4,27,-3,-5,26,23,-8,0.96,4
Cc1cc(C)c(/C=N/NC(N)=O)c(C)c1/C=N/NC(N)=O,3,11,8,0,4,11,2,1.1,-6
Cc1cc(C)c2[nH]c(=O)c(=O)[nH]c2c1,5,11,2,0,8,-1,-3,0.95,5
COc1ccc(NS(=O)(=O)c2cc(NC(=O)CNC(=O)c3ccc(C)s3)ccc2Cl)cc1,-2,-7,-4,-1,7,-7,-3,1.1,-10
CN(CC(=O)NCCc1ccc(S(N)(=O)=O)cc1)CC(=O)Nc1cccc(F)c1,-2,14,8,-2,3,-7,-6,0.9,10
OCC1(Cc2ccccc2F)CCCN(CC2CCCCC2)C1 (stereo not given),0,13,-11,-1,7,-6,-8,0.99,1
Cc1ccc(S(=O)(=O)N/N=C/c2cccc(OC3CSC3)c2)cc1,2,12,2,0,25,32,-4,0.96,4
COc1ccccc1C(=O)NC(=O)COC(=O)CCOc1ccc(C)cc1,-2,2,-2,5,3,9,-7,0.99,1
CCc1ccc(CNC(=O)CCn2nc(C)c3c(C)n(-c4ccccc4)nc3c2=O)cc1,-3,10,-11,-1,9,5,-4,0.97,3
CCOc1ccc(/C=N/NC(=O)CC(=O)Nc2ccc(Cl)c(Cl)c2)cc1,2,10,9,-2,-5,15,1,0.99,1
CCC1=C2CC[C@H]3C(=O)N(c4ccccc4)C(=O)[C@H]3[C@H]2[C@@]2(C)C(=NCC3CC3)OC(=O)N2C1=O,-4,8,-11,0,-10,-10,-12,1.1,-11
CC(=O)Nc1ccc(S(=O)(=O)N(Cc2ccco2)CC2CCCO2)cc1 (stereo not given),-8,5,1,-2,9,20,4,1,0

(list continues)
Compound,A3A deaminase,NALP3 yeast inh,hIAP block,MIN6 prolif,TIM10 inh,tim10-1 inh,A3G deaminase,mIAP activ,mIAP inh
CC(=O)Nc1ccc(S(=O)(=O)Nc2nc3c(s2)CCCC3)cc1,-2,6,5,-3,10,4,-1,1.1,-6
COc1cc(/C=N/NC(=O)Cc2csc(C)n2)ccc1OCC(C)C,18,-5,-3,-4,3,21,0,0.98,2
CCOC(=O)c1nn(-c2ccc(F)cc2)c(=O)cc1OCC(=O)Nc1ccc(F)c(F)c1,-3,20,-23,0,2,9,-7,1,-1
COc1ccc2c3c(cccc13)OC2=O,6,3,-4,-2,21,14,-1,0.99,1
Nc1ccc(-c2cnc3ccccc3n2)cc1,-2,30,3,0,14,13,-3,1,-1
COc1cc(/C=C/C2=NC(=O)C(C)(C)O2)ccc1O,-5,10,8,0,20,21,-6,0.93,8
CC(=O)c1cn(C(=O)c2ccc(Cl)cc2)c2ccccc12,-1,10,-3,-2,11,-12,-8,1,0
COC(=O)N/N=C/c1cccs1,-4,11,-1,-1,0,-5,-7,1,-4
Cn1c(SCC(=O)N2CCCC2)nc2ccccc2c1=O,0,2,15,-2,5,12,-11,0.92,8
O=C(Nc1cccc(S(=O)(=O)N2CCOCC2)c1)c1ccccn1,7,6,2,1,-16,1,5,0.97,3
Cc1nonc1C(=O)N/N=C/c1cccc(O)c1,1,15,-7,0,-4,4,-5,1,-1
Cc1ccc(Cn2ccc(NC(=O)c3cc(CC(C)C)on3)n2)cc1,1,9,-4,-4,-1,25,4,0.92,8
CC(C)(C)OC(=O)NCCc1nnc(SCc2ccccc2Cl)o1,-1,20,10,-4,18,24,-3,1,-3
C[C@H](CO)N1C[C@H](C)[C@H](CN(C)C(=O)Nc2cccc3ccccc23)Oc2c(NC(=O)c3ccc(-c4nccs4)cc3)cccc2C1=O,-2,13,2,-4,-1,6,-4,0.94,6
CCN(CC)CCn1c2c(c(SCC(=O)Nc3ccc4c(c3)OCCO4)nc1=O)CCC2,1,5,-23,1,-11,-3,-1,1,-3
COc1ccc(S(=O)(=O)N2CCCC2)cc1C(=O)N1CCCCC1,-2,-2,4,-1,8,3,-7,0.98,2
COC(=O)c1cc(=O)c2cccc(OC)c2[nH]1,-6,15,-35,0,-6,-8,0,0.97,2
Cc1ccccc1OCC(=O)Nn1c(COc2ccccc2)nc2ccccc2c1=O,-2,20,5,0,13,45*,-4,1,0
COC(=O)c1cc(C(=O)Nc2nc3ccccc3[nH]2)cc([N+](=O)[O-])c1,2,15,-26,-2,-8,-21,-7,0.99,1
COc1cccc(CNCc2ccc(OC)c3ccccc23)c1OC,-7,14,-20,-3,-13,21,-8,0.92,8
O=C(COc1ccc(Br)cc1)N/N=C1/SCC(=O)N1Cc1ccco1,3,7,6,0,-21,10,0,0.97,3
COc1ccc(C2C(C#N)=C(N)N(c3sc4c(c3C#N)CCCC4)C3=C2C(=O)CC(C)(C)C3)cc1 (stereo not given),5,14,15,-6,19,15,-3,0.84,16
CCCC(=O)Nc1nnc(SCC(=O)N2CCCCC2)s1,-5,11,-18,-1,-20,10,-9,0.97,2
NS(=O)(=O)c1cccc(NC(=O)CN2CCc3ccccc32)c1,-3,4,-8,-2,-7,26,-2,0.73,27
COc1ccc(C2=NN(C)C(=NCc3ccccc3)SC2)cc1,-1,44,17,2,-8,-1,-5,0.91,9
O=C(c1cc([N+](=O)[O-])cc([N+](=O)[O-])c1)N(c1ccccn1)c1ccccn1,-2,11,5,0,25,26,-4,1,-2
O=C(Nc1ccc(Cl)cc1)C(Cl)C(=O)c1ccccc1 (stereo not given),-5,-3,-15,-6,59*,55*,-8,0.95,5
CCOc1ncccc1C(=O)Nc1ccc2nc(C)sc2c1,-3,15,2,2,19,-4,-12,1,-1
CCC[n+]1c(C)sc2c3c(ccc21)CCCC3,18,24,10,-7,-3,18,8,0.95,5
CCOC(=O)NC1(NC(C)C)Oc2ccccc2O1,-1,-5,0,-4,20,12,-2,0.99,1
